OPRM1-OPRD1 ag – agonists of OPRM1-OPRD1 heterodimerization, primary screen, cell-based, luminescence; Mu-type opioid receptor (Homo sapiens) + Delta-type opioid receptor (Homo sapiens), …; cells; activation, % at 9.3 µM; hit rate 0.3% among 340,000; AID 504326, 2011; in the data active = activation above about 18%;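 also: 0% = vehicle-treated cells and 100% = reference agonist; values of inactives mirror those of a sister screen read the other way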
HTR5A ag ctr – HTR5A agonists in luminescence cell assay, primary screen, counter-screen for OPRM1-OPRD1 heterodimer agonist project, full-deck HTS; cell-based; activation, % at 9.3 µM; hit rate 0.61% among 340,000; in the data active = activation mostly above about 9.5%, no sharp cut-off; inactive = mostly below about 7.6%;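 also: 0% = cells with vehicle only and 100% = reference agonist; strong numbers were not always called active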
Target sequence (P47898 whole entry, looked up): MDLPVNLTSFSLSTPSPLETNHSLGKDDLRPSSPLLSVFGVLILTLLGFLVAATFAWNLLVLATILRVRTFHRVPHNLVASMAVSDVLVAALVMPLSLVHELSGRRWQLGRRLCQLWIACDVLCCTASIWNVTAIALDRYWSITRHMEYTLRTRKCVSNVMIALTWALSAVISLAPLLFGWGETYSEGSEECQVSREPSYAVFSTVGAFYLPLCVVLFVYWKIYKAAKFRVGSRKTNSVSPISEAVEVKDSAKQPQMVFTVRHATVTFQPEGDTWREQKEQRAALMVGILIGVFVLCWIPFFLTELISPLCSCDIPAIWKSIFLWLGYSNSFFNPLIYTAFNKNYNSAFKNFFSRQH
DAGLB inhibitor – DAGLB lipase inhibitors, primary screen, biochemical, fluorescence, HTS; HEK293T DAGLB membrane lysate, EnzChek fluorogenic substrate; hit rate 0.059% among 340,000; inhibition, % at 5.17 µM; in the data active = inhibition above about 34%;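 also: 0% = enzyme with vehicle and 100% = wells lacking enzyme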
Target sequence (Q8NCG7 whole entry, looked up): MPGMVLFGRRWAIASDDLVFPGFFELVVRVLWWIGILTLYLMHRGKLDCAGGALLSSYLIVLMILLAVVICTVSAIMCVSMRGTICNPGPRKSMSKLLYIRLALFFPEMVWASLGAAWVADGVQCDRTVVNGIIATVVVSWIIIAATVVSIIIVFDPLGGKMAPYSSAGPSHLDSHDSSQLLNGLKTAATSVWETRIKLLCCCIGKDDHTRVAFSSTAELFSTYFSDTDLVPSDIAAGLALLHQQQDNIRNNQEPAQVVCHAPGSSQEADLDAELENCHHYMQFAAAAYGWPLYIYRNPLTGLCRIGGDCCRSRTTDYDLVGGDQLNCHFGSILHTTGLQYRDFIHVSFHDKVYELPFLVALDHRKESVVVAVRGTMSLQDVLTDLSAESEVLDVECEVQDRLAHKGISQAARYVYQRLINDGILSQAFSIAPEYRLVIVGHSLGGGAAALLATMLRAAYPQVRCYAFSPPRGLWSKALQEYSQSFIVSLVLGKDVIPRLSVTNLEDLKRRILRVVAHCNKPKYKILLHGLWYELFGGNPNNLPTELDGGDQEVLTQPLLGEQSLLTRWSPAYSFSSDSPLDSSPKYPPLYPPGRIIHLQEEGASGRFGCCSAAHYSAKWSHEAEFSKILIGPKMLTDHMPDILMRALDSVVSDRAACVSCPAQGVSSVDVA
OPRM1-OPRD1 inv – inverse agonists of MOR-DOR heterodimerization, primary screen, cell-based, luminescence. inhibition, % at 9.3 µM. hit rate 0.21% among 340,000. cell-based MOR-DOR heterodimer luminescence, inverse agonism; in the data active = inhibition above about 22%, passing the limit was not always enough;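 also: 0% = cells with DMSO and 100% = wells without cells with DMSO; values of inactives mirror those of a sister screen read the other way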
DSG3 Ab inh – inhibitors of pemphigus antibody binding to DSG3, primary screen, biochemical, bead-based, flow cytometry, scFv-GFP; AID 588358, 2011; Desmoglein-3 (Homo sapiens), P32926; binding (percent of control), % at 10 µM; DSG3-coupled beads, scFv-anti-DSG3-GFP binding; stronger effect = lower value; hit rate 0.48% among 310,000;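 active = binding more than 3 SD below its plate's average and above zero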; also: some compounds called inactive have numbers as strong as hits
V-ATPase pHluor – regulators of yeast V-ATPase proton pumping, primary screen, pHLuorin cytosolic pH fluorescence; hit rate 0.37% among 350,000; S. cerevisiae; AID 504577, 2011; response, % at 10 µM; in the data active = response mostly above about 7.3%, no sharp cut-off; inactive = mostly below about 5.4%; also: actives read high; inactives centre near 0; some compounds called inactive have numbers as strong as hits; reference of the scale not given here
PKA-R1A activ – activators of PKA-R1A holoenzyme, primary screen, biochemical, fluorescence polarization, Cy5-IP20, bovine R1A, mouse PKAc. cAMP-dependent protein kinase type I-alpha regulatory subunit (Bos taurus) + …. PKA-R1A dissociation; scaled: DMSO 0%, 113 µM cGMP 100%. activation, % at 11.4 µM. hit rate 0.083% among 340,000;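 active = percent activation above the mean of all tested compounds plus 3 SD, cut at about 19% in these data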;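 also: higher means more PKAc released from R1A so a rise in polarization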
HTR5A inv ag – HTR5A inverse agonists in luminescence cell assay, primary screen, counter-screen for OPRM1-OPRD1 heterodimer inverse agonist project, full-deck HTS; hit rate 0.083% among 340,000; 5-hydroxytryptamine receptor 5A (Homo sapiens), P47898; HTR5A cell line, inverse agonism; inhibition, % at 9.3 µM; in the data active = inhibition mostly above about 23%, no sharp cut-off; inactive = mostly below about 18%;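 also: 0% = cells with DMSO and 100% = no-cell wells with DMSO; some compounds called inactive have numbers as strong as hits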
Arr AP2 block – inhibitors of beta-arrestin/AP2 binding, primary screen, biochemical, GPCR trafficking, flow cytometry; beta-arrestin 1 C-terminal peptide binding to AP2 beta2-adaptin appendage (human); FITC-arrestin peptide / GST-AP2 beads; AP2 beta2 appendage carries R879A mutation; inhibition, % at 10 µM; hit rate 0.31% among 340,000;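 active = inhibition above a set limit, near 3 SD of compounds lacking own fluorescence, cut at about 54% in these data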;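 also: plate controls were DMSO wells for no effect and 5 µM unlabelled arrestin peptide for full effect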
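system = GST-tagged AP2 beta2-adaptin appendage (R879A) on 4 µm glutathione beads | reagent = FITC-labelled arrestin peptide probe, 50 nM final | schedule = compound with beads 12 min RT, then probe 1 h RT | signal = HyperCyt-sampled flow cytometry, FL1 channel, ex 488/em 535 nm | read-out = percent response from loss of bead-bound FITC fluorescence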
PKA-R2B act – activators of PKA-R2B holoenzyme, primary screen, biochemical, fluorescence polarization, Cy5-IP20, human; cAMP-dependent protein kinase catalytic subunit beta (Homo sapiens) + cAMP-dependent …; PKA-R2B holoenzyme dissociation; R2B truncated from residue 108, S112A mutant; 0% DMSO only, 100% 113 µM cGMP; activation, % at 11.4 µM; hit rate 0.079% among 340,000; AID 504700, 2011;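 active = activation above a cutoff set at the mean over all compounds plus 3 SD, cut at about 18% in these data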;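 also: higher means more holoenzyme dissociation and a rise in polarization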
Numbers without * were called inactive; · = not tested or not shown.

#	canonical_smiles	OPRM1-OPRD1 ag	HTR5A ag ctr	DAGLB inhibitor	OPRM1-OPRD1 inv	DSG3 Ab inh
1	Cc1nc2c(C(=O)NCc3ccc4c(c3)OCO4)c[nH]n2c(=O)c1Cl	-0.8	0	12	4	94
2	O=[n+]1cc(-c2ccc(Cl)cc2)n([O-])c2c1CCC2	-2.9	1	-4	14	·
3	C[C@@H]1CN(C(=O)c2cc(COc3cccc(C(F)(F)F)c3)on2)C[C@H](C)O1	-0.9	7	1	5	107
4	CC(C)=CCNc1ncnc2c1c(C#N)cn2C1OC(CO)C(O)C1O (configuration not stated)	-2.7	2	0	14	89
5	O=C(Cn1c(SCC(=O)N2CCc3ccccc32)nc2ccccc21)NC1CCCC1	·	·	1	·	99
6	COC(=O)c1c(NC(=O)C(C)C)sc2c1CCN(Cc1ccccc1)C2	3.7	2	-4	-22	101
7	O=C(COC(=O)c1cccc(C(=O)OCC(=O)c2ccc(Br)cc2)n1)c1ccc(Br)cc1	-1.4	-1	1	8	88
8	CCOc1ccccc1NC(=O)C(CC)Sc1nc2ccsc2c(=O)n1CCC(=O)O (configuration not stated)	-3.0	-2	2	15	100
9	CN(CC(O)COCc1ccccc1F)C1CCCCC1 (configuration not stated)	-2.0	2	2	10	106
10	CN1CCN(S(=O)(=O)c2ccc(NN)nc2)CC1	-1.7	-3	3	7	99
11	CC(NC(=O)c1cc(COc2ccc(-n3cncn3)cc2)on1)c1ccc(F)cc1 (configuration not stated)	·	·	-5	·	102
12	CN(CC(=O)Nc1ccc(N2CCOCC2)cc1)C(=O)c1cc2c(s1)CCCC2	2.7	0	0	-12	96
13	Cc1cc(C)c(C=NNc2nc3c([nH]2)c(=O)n(C)c(=O)n3C)c(C)c1	-3.8	-3	-1	20	94
14	COC(=O)c1ccc(CNC(=O)c2coc3ccccc3c2=O)cc1	-3.3	4	-1	15	97
15	CCCCNC(=O)NS(=O)(=O)c1ccc(NC(=O)CCC(=O)c2cccs2)cc1	-0.9	6	3	4	97

#	V-ATPase pHluor	PKA-R1A activ	HTR5A inv ag	Arr AP2 block	PKA-R2B act
1	1	2	-47	3	10
2	-3	-10	-2	2	4
3	-5	-5	-9	27	7
4	-1	1	-6	2	-8
5	-2	7	·	3	6
6	3	0	-6	25	8
7	-2	-5	-4	15	-4
8	-2	-11	-5	-5	-9
9	4	-9	-5	2	-1
10	0	-5	7	31	-3
11	-2	0	·	·	-2
12	-1	2	1	-3	-11
13	-2	1	10	39	-14
14	-1	4	-12	-2	-1
15	0	5	-23	6	0

Later entries:
#	canonical_smiles	OPRM1-OPRD1 ag	HTR5A ag ctr	DAGLB inhibitor	OPRM1-OPRD1 inv	DSG3 Ab inh
16	O=C(NCc1ccco1)c1cc2nc(-c3ccc4c(c3)OCO4)cc(C(F)(F)F)n2n1	-3.8	-3	-1	19	93
17	NS(=O)(=O)c1ccc(CCNC(=O)c2cccc([N+](=O)[O-])c2)cc1	-1.0	2	-2	6	96
18	O=c1[nH]nc(-c2ccc(F)cc2)cc1Cc1cccs1	-0.3	2	-4	1	·
19	CC(C)CC1C(=O)N(Cc2cn(Cc3ccco3)nn2)CCS(=O)(=O)N1Cc1ccc(-c2ccncc2)cc1 (configuration not stated)	·	·	-4	·	99
20	CCOc1cc(S(=O)(=O)NCc2ccc3c(c2)OCO3)c(C)cc1C	7.7	2	-3	-38	·
21	CC1CCN(S(=O)(=O)c2ccc(C(=O)Nc3ccccc3-c3nc4ccccc4[nH]3)cc2)CC1	-1.8	1	-4	11	84
22	CCc1ccccc1Nc1nn2c(=O)c3ccc(C(=O)NCc4ccccn4)cc3nc2s1	-2.3	-4	-1	11	110
23	Cn1c(CSc2nc3ccccc3s2)nnc1SCC(=O)NCc1ccccn1	-1.1	2	0	6	88
24	N#Cc1ccccc1OCC(=O)OCC(=O)N1CCCC1	-3.0	-2	0	16	92
25	COc1ccc(NC(=O)N2C3CCCC2CC(NC(=O)c2ccccc2)C3)cc1 (configuration not stated)	-0.9	-3	0	7	·
26	CCOC(=O)C(=CNc1cscc1S(=O)(=O)C(C)C)C(=O)OCC	-3.2	-4	1	16	111
27	Cc1cccc(Cn2c(N3CCN(CCO)CC3)nc3c2c(=O)[nH]c(=O)n3C)c1	-0.8	2	-1	4	103
28	COCCCN(C(=O)c1cc(C)oc1C)c1c(N)n(CC(C)C)c(=O)[nH]c1=O	-0.9	0	-2	3	103
29	Cc1ccc2cc(C#N)c(N3CCCN(S(=O)(=O)c4ccc(F)cc4)CC3)nc2c1	0.3	3	-5	-2	121
30	O=C(CN1C(=O)NC2(CCc3ccccc32)C1=O)Nc1ccc(N2CCOCC2)cc1 (configuration not stated)	-4.3	-1	-1	19	100

#	V-ATPase pHluor	PKA-R1A activ	HTR5A inv ag	Arr AP2 block	PKA-R2B act
16	1	-13	-5	10	-9
17	-1	4	-5	38	9
18	-3	4	-5	35	-1
19	2	0	·	·	6
20	-4	-6	0	0	-12
21	1	-8	-18	17	-14
22	-1	-7	15	8	-2
23	3	-11	-6	9	0
24	2	0	6	-1	0
25	3	-3	8	-3	0
26	1	-7	6	-6	1
27	0	-1	-6	6	4
28	4	9	23	-6	-8
29	0	-6	12	-6	-3
30	-3	-7	-3	8	-1

(cont.)
#	canonical_smiles	OPRM1-OPRD1 ag	HTR5A ag ctr	DAGLB inhibitor	OPRM1-OPRD1 inv	DSG3 Ab inh
31	CN(C)C(CNS(=O)(=O)c1ccc(Cl)cc1)c1cccnc1 (configuration not stated)	-2.1	4	0	12	98
32	O=C(O)C(c1ccccc1)C1(O)CCCC1 (configuration not stated)	-1.7	-3	-2	10	99
33	CCOC(=O)C(C(=O)OCC)c1cc(Br)c2noc3c2c1C(=O)c1ccccc1-3	13	-2	-14	-72	101
34	COc1ccc(CC(=O)Nc2nnc(SCC(=O)NCc3ccco3)s2)cc1OC	-2.2	0	0	11	112
35	CCN(CC)c1ccc(C(=O)OCC(=O)Nc2cc(C)on2)cc1	-1.3	-3	-1	5	99
36	CCOC(=O)N1CCN(c2c(N3CCN(c4cccc(C)c4C)CC3)c(=O)c2=O)CC1	-1.4	5	2	8	106
37	O=C(O)Cn1cnc2c(OCc3ccccc3)ncnc21	-4.6	3	0	21	100
38	COCCNC(=O)C(c1ccc(O)cc1)N(C(=O)CCC(=O)Nc1nccs1)c1ccc(C)cc1 (configuration not stated)	-1.2	4	0	6	74
39	O=C(Cc1ccc(Br)cc1)N1CCCCCC1	0.3	-1	-2	-2	93
40	C=CCn1c(SCC(=O)Nc2cccc(OC)c2)nnc1-c1cccnc1	-0.5	1	-3	2	103
41	COCCN(C(=O)CSc1nnc(-c2ccc(C(C)(C)C)cc2)n1N)c1c(N)n(CC(C)C)c(=O)[nH]c1=O	-2.9	-4	0	15	100
42	NC(=O)c1ccc(CN2CCc3ccccc3C2)cc1	0.2	-1	-1	-1	92
43	COc1cccc(N2CC(C(=O)Nc3nnc(SCC(=O)NC4CCCC4)s3)CC2=O)c1 (configuration not stated)	-1.9	-1	3	11	114
44	CC(=O)Nc1ccccc1NC(=O)C/C(C)=N/NC(=O)C(=O)Nc1cccc(Cl)c1C	2.1	-2	1	-11	100
45	COCC(=O)OCC(=O)c1cc(C)n(-c2ccc(Br)cc2)c1C	-3.0	-1	1	16	101

#	V-ATPase pHluor	PKA-R1A activ	HTR5A inv ag	Arr AP2 block	PKA-R2B act
31	4	-6	2	-4	-3
32	2	8	9	-2	-6
33	3	-3	4	94*	9
34	-5	-10	-6	15	-3
35	3	-11	8	21	3
36	-1	2	-15	2	4
37	4	-8	-12	-1	9
38	-2	-3	-10	-8	-4
39	0	-5	3	1	-2
40	-2	-3	-3	15	-3
41	-3	-4	10	0	-14
42	-1	-11	4	-14	7
43	-2	-4	-16	-9	13
44	1	6	29	-4	-5
45	4	8	2	-21	-6

Going on with the list:
#	canonical_smiles	OPRM1-OPRD1 ag	HTR5A ag ctr	DAGLB inhibitor	OPRM1-OPRD1 inv	DSG3 Ab inh
46	Cc1ccc(S(=O)(=O)NCc2ccc(C(=O)NCCCN3CCN(C)CC3)cc2)cc1	-1.0	6	1	6	101
47	Cc1ccc2c(c1)S(=O)(=O)N(C)C(c1ccccc1)=C2	5.9	-2	-9	-30	96
48	COc1ccc(CNC(=O)Nc2ccc([N+](=O)[O-])cc2)cc1	-1.8	-2	-2	10	104
49	CCc1cc(-c2cnnn2Cc2ccc3ccccc3c2)ccc1-c1cn(CC(C)C)nn1	·	·	-2	·	98
50	CC1CCN(C(=O)c2ccc(NC3=C(Cl)C(=O)N(Cc4ccccc4)C3=O)cc2)CC1	6.2	3	1	-32	106
51	O=C(Nc1ccccc1C(F)(F)F)NC1CCCCCCC1	1.8	5	-7	-10	94
52	CC(=O)OC(CC(=O)O)C[N+](C)(C)C (configuration not stated)	-2.3	-3	3	12	108
53	Cc1nc2ccc(NS(=O)(=O)c3ccc(F)c(F)c3)cc2s1	-6.1	-3	-1	23	105
54	CN(C(=O)c1cc2nc(-c3ccco3)cc(C(F)(F)F)n2n1)C1CCCCC1	-1.9	2	1	11	99
55	CCOCCCNC(=O)CNC(=S)N(Cc1ccc(C)cc1)Cc1ccco1	-2.0	1	-1	10	131

#	V-ATPase pHluor	PKA-R1A activ	HTR5A inv ag	Arr AP2 block	PKA-R2B act
46	1	1	6	26	-1
47	-2	0	6	1	2
48	2	5	-21	-7	-5
49	7.2*	-7	·	·	-5
50	1	-10	-6	-7	-15
51	0	0	-4	23	-5
52	1	-3	21	-4	0
53	3	-6	22	7	-6
54	0	-10	13	-4	-3
55	2	-1	7	-2	-7

A different layout for 4 compounds above:
nr | canonical_smiles | OPRM1-OPRD1 ag | HTR5A ag ctr | DAGLB inhibitor | OPRM1-OPRD1 inv | DSG3 Ab inh | V-ATPase pHluor | PKA-R1A activ | HTR5A inv ag | Arr AP2 block | PKA-R2B act
52 | CC(=O)OC(CC(=O)O)C[N+](C)(C)C (configuration not stated) | -2.3 | -3 | 3 | 12 | 108 | 1 | -3 | 21 | -4 | 0
50 | CC1CCN(C(=O)c2ccc(NC3=C(Cl)C(=O)N(Cc4ccccc4)C3=O)cc2)CC1 | 6.2 | 3 | 1 | -32 | 106 | 1 | -10 | -6 | -7 | -15
49 | CCc1cc(-c2cnnn2Cc2ccc3ccccc3c2)ccc1-c1cn(CC(C)C)nn1 | · | · | -2 | · | 98 | 7.2* | -7 | · | · | -5
54 | CN(C(=O)c1cc2nc(-c3ccco3)cc(C(F)(F)F)n2n1)C1CCCCC1 | -1.9 | 2 | 1 | 11 | 99 | 0 | -10 | 13 | -4 | -3

Bioassay records from PubChem.
